CCR6 antag = CCR6 (human) receptor antagonism. CHO-K1 CCR6 PathHunter beta-arrestin, luminescence, CCL20-stimulated. inhibition, % at 20 µM. hit rate 0.49% among 340,000. AID 493098;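 active = compounds whose inhibition of the agonist-driven luminescence signal at 20 µM reaches about 50%, limit read from the data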;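 also: cells stimulated with CCL20 at 14 nM final; plate controls were DMSO with CCL20 for no effect and DMSO without agonist for full effect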
Target sequence (P51684 whole entry, looked up): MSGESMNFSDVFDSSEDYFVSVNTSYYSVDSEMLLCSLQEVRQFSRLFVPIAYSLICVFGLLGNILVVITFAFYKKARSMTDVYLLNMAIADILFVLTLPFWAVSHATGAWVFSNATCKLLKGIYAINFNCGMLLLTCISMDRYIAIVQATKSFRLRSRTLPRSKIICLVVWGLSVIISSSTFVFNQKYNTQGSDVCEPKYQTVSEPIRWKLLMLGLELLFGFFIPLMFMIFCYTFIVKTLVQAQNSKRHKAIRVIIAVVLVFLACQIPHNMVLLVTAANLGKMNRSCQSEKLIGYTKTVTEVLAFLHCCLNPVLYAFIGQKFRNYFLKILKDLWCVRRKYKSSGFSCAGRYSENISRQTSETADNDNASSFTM
Gli-Sufu block = Gli-Sufu pathway antagonism; Sufu-KO-LIGHT fibroblasts, Gli luciferase reporter luminescence; inhibition, % at 5 µM; hit rate 0.74% among 340,000;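 active = inhibition above about 55%, limit read from the data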;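 also: 0% = DMSO-treated cells and 100% = wells with medium but no cells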
UBC13 polyUb = human UBC13 polyubiquitination inhibition. UBC13 polyubiquitin chain formation, TR-FRET. hit rate 0.47% among 330,000. AID 485273. inhibition, % at 20 µM. P61088; in the data active = inhibition above about 45%, passing the limit was not always enough
Target sequence (P61088 whole entry, looked up): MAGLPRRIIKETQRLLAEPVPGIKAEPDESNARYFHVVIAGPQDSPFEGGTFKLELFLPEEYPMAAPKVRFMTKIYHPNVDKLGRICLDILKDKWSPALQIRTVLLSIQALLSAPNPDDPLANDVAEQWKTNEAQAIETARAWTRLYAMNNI
SENP8 block = inhibitors of human SENP8 protease; inhibition, % at 10 µM; AID 2540; hit rate 1.2% among 330,000; purified SENP8, Z-RLRGG-aminoluciferin cleavage, luminescence; Q96LD8
Target sequence (Q96LD8 whole entry, looked up): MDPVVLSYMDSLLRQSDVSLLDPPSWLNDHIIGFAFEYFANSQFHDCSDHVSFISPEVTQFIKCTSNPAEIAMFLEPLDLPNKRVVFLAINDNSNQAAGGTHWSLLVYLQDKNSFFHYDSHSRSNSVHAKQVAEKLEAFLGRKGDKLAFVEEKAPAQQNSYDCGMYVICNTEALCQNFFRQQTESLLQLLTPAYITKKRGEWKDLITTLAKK
EBI2 antag = blocks human EBI2 receptor beta-arrestin signaling; hit rate 0.81% among 360,000; EBI2 beta-arrestin recruitment, luminescence, 7a,25-OHC stimulated; inhibition, % at 5 µM; in the data active = inhibition above about 38%;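 also: enzyme fragment complementation signal reports receptor beta-arrestin coupling in cells; 0% = agonist plus DMSO wells and 100% = wells without agonist; some results beyond the cut were filed as inactive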
697 NFkB inh = lowers PMA/ionomycin-induced NF-kB signal in 697 B cells; AID 435022; inhibition, % at 4 µM; 697 B-cell NF-kB luciferase reporter, 16 h; hit rate 0.33% among 330,000; in the data active = inhibition above about 35%
Jurkat NFkB inh = inhibitors of the PMA/ionomycin-induced NF-kB reporter in Jurkat cells. hit rate 0.53% among 330,000. inhibition, % at 4 µM. PMA/ionomycin-induced NF-kB luciferase reporter, luminescence
Apaf-1 inh = inhibitors of human Apaf-1 apoptosome; O14727; reconstituted apoptosome caspase-3 activity, DEVD-Rh110 fluorescence; inhibition, % at 20 µM; hit rate 0.71% among 330,000; AID 489030; active = inhibition of at least 40% at 20 µM;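 also: plate controls were DMSO wells for no effect and DEVD-CHO caspase inhibitor wells for full effect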
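Material: reconstituted apoptosome with Apaf-1, cytochrome c, caspase-9, procaspase-3, dATP; medium: pH 7.5 Hepes buffer with CHAPS, BSA, DTT; also added: cytochrome c and DEVD-Rh110 substrate; timing: 30 min plus 50 min, RT; signal: Rh110 fluorescence intensity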
Active calls of the source: *; nt = no result given. Rule as the data show it, unless noted: active = inhibition above about 50%; inactive = the rest. An excerpt; rates above refer to the full screens.

molecule,UBC13 polyUb,Gli-Sufu block,Jurkat NFkB inh,CCR6 antag,SENP8 block,697 NFkB inh,EBI2 antag,Apaf-1 inh
Cc1ccc2c(c1)NCCO2,4.5,19.4,10.2,-8.6,-7.0,9.0,3.7,-9.0
CC1(C)Cc2c(sc(N)c2C#N)C(C)(C)N1,2.8,-5.0,-7.4,2.8,6.7,7.0,5.6,-12.9
COc1ccc(C2NC(=O)NC(C)=C2C(=O)Nc2cc(C)ccc2C)cc1OC (stereo not drawn),-0.7,10.2,7.4,-24.2,6.5,15.3,-2.6,-6.8
COc1ccc(-c2noc(CCCC(=O)Nc3cccnc3)n2)cc1OC,-1.7,2.4,-7.4,-3.6,-8.5,4.9,-5.6,-7.0
CC(C)CCNC(=O)C(c1ccc(O)cc1)N(Cc1cccs1)C(=O)C1COc2ccccc2O1 (stereo not drawn),5.4,3.3,12.5,12.1,2.3,20.4,2.6,21.0
Cc1cccnc1NC(=O)c1cccc(S(=O)(=O)N2CCCC2)c1,1.3,-5.9,5.1,0.7,5.6,13.3,4.3,-6.4
Cn1cncc1C(=O)c1ccccc1,0.9,0.7,13.6,2.7,3.3,11.5,-7.2,-4.2
COc1ccc(CCNc2c(C)c(C)nc3ncnn23)cc1,-18.7,72.4*,69.6*,8.1,-5.5,89.4*,-12.1,2.1
CC1=C(C(=O)Nc2ccccc2C(=O)NC2CCC(C)CC2)SCCO1 (stereo not drawn),-17.8,-16.3,-9.0,1.3,-2.9,-45.6,-22.5,11.3
Cc1ccn2cc(C(=O)NC3CCN(Cc4ccccc4)CC3)nc2c1,-2.1,-4.9,11.6,1.8,3.1,2.0,5.6,-21.7
CCN1C(=O)/C(=C\C=C\c2ccccc2[N+](=O)[O-])SC1=S,-1.8,16.9,32.3,13.3,1.1,1.6,16.5,21.5
CC1CCCN(C(=O)COC(=O)C2CCN(S(=O)(=O)c3ccc(Cl)c(C(F)(F)F)c3)CC2)C1 (stereo not drawn),-10.8,-4.8,-6.9,15.4,11.5,-8.8,-1.3,17.0
COC(=O)c1cc(Cl)nc2ccccc12,8.9,-6.5,-1.7,8.0,-0.9,15.7,-6.1,-2.0
COc1ccc(C(=O)NNS(=O)(=O)c2ccc(C)cc2)cc1,1.0,2.0,5.9,4.7,-2.9,13.9,-5.5,7.6
O=C(NC1CCCCC1)N1CCC(c2nc(-c3ccc(S(=O)(=O)N4CCCC4)cc3)no2)CC1,14.4,34.3,34.3,5.8,3.7,-3.6,10.9,1.9
CC(=O)N(C)N1c2ccccc2CCc2ccccc21,3.0,-1.2,14.4,-2.0,-1.2,-9.7,8.3,-1.9
CCn1c(SCC(=O)N/N=C/C(C)=C/c2ccco2)nnc1-c1ccccc1,-16.1,2.2,3.1,5.7,-5.6,8.3,-4.0,16.3
O=[N+]([O-])c1ccc2nc(SCc3cn4cc(Cl)ccc4n3)[nH]c2c1,-0.1,2.9,-3.1,18.4,-1.1,24.4,14.8,4.4
CCOc1ccc(-n2ccc(=O)c(C(=O)Nc3ccc(S(=O)(=O)Nc4ncccn4)cc3)n2)cc1,6.6,-11.6,-5.2,-8.1,5.6,-5.4,0.2,-9.2
CC[C@H]1C/C=C\Cc2ccccc2[C@H](C(=O)C[C@@H](O)CC(C)=O)OC1=O,15.2,5.4,11.3,11.1,1.1,9.6,-1.7,-3.2
Cc1ccccc1NC(=O)CSC(N)=O,17.4,3.8,-20.2,8.8,-7.8,3.3,-0.5,-1.8
CC1CCN(CC(=O)Nc2ccccc2C(=O)c2ccccc2)CC1,-7.6,-0.4,4.0,11.9,-13.2,-11.5,-5.1,-5.2
O=c1c(Cl)c(N2CCN(c3ccc(F)cc3)CC2)cnn1-c1nc2ccccc2s1,-2.4,-15.6,-87.5,14.5,2.0,-79.9,-5.0,2.4
CN(C)S(=O)(=O)c1ccc(NC(=O)c2cccnc2)cc1,-4.4,-4.6,2.7,6.3,1.0,18.8,15.0,5.3
CC(C)OC(=O)c1cc2c(ccn2C)n1CC(=O)N1CCC(Cc2ccccc2)CC1,0.2,6.5,2.1,3.8,-3.6,1.1,1.4,27.5

3 compounds picked at random from those above, as already listed:
molecule,UBC13 polyUb,Gli-Sufu block,Jurkat NFkB inh,CCR6 antag,SENP8 block,697 NFkB inh,EBI2 antag,Apaf-1 inh
COc1ccc(-c2noc(CCCC(=O)Nc3cccnc3)n2)cc1OC,-1.7,2.4,-7.4,-3.6,-8.5,4.9,-5.6,-7.0
CCn1c(SCC(=O)N/N=C/C(C)=C/c2ccco2)nnc1-c1ccccc1,-16.1,2.2,3.1,5.7,-5.6,8.3,-4.0,16.3
CCOc1ccc(-n2ccc(=O)c(C(=O)Nc3ccc(S(=O)(=O)Nc4ncccn4)cc3)n2)cc1,6.6,-11.6,-5.2,-8.1,5.6,-5.4,0.2,-9.2

(next part)
molecule,UBC13 polyUb,Gli-Sufu block,Jurkat NFkB inh,CCR6 antag,SENP8 block,697 NFkB inh,EBI2 antag,Apaf-1 inh
Cc1ccc(Cl)cc1N1CCN(C(=O)C2CCCN(S(=O)(=O)c3cnc[nH]3)C2)CC1 (stereo not drawn),8.9,20.3,-3.3,12.5,-5.6,-21.1,1.4,15.9
CCN(CC(=O)NCc1cccs1)C(=O)c1ccc(S(=O)(=O)N(C)C)cc1,0.7,-16.3,9.1,3.9,-0.5,10.3,-7.3,-9.4
O=C(N1CCOCC1)C1(c2ccccc2)CCCCC1,8.0,6.8,14.2,-11.7,2.9,11.9,-5.3,0.5
N/C(=N\OC(=O)CCCN1C(=O)c2ccccc2C1=O)c1ccc(Cl)cc1,8.1,-4.4,17.6,-21.7,-1.6,20.3,6.6,9.9
COc1ccc(NC(=O)CSc2nnc3c4c(nc(-c5ccccc5)n23)CC(C)(C)OC4)cc1,17.2,-10.8,-3.8,16.4,-5.5,6.8,7.7,7.4
O=C(CC1NC(=O)NC1=O)NC1(C(=O)NC2CCCCC2)CCCCC1 (stereo not drawn),-9.1,5.9,0.3,9.2,-2.6,-12.8,7.5,7.3
CC(C)(C)NC(=O)C(=O)NNC(=O)c1ccccc1Br,10.5,-2.5,1.3,9.1,5.1,3.0,-1.5,-8.3
Cc1ccc(S(=O)(=O)NC(=O)Nc2ccc(Cl)cn2)cc1,-4.9,0.5,-15.4,-3.8,1.5,-9.0,-3.1,-1.1
CCc1nnc(NC(=O)CSc2nc(-c3ccccc3)c(-c3ccccc3)o2)s1,-0.7,-9.3,14.8,7.2,0.9,1.2,5.3,9.1
COC(=O)Nc1nnc(Cc2ccccc2)s1,-5.1,-0.9,-10.5,-3.1,-4.2,-11.3,1.8,8.5
COc1ccc(-n2c(NN)nc3sc4c(c3c2=O)CCCC4)cc1,-13.6,-23.9,-27.0,27.0,-9.2,-24.0,-7.3,7.5
CCN(CC)S(=O)(=O)c1cccc(-c2nnc(SCC(=O)N3CCC(C(=O)O)CC3)n2N)c1,-6.6,0.9,-3.3,13.2,-7.9,-1.7,-0.5,0.7
Cc1ccc(-c2csc3ncnc(-n4nnc5ccccc54)c23)cc1C,11.7,-0.9,17.1,12.5,-3.8,6.4,0.8,6.4
CCN(CC)c1ccc(N=Cc2c(C)[nH]c3ccccc23)cc1,-40.0,-4.7,-5.1,-13.2,-10.2,-51.0,13.7,35.4
O=C(NC1CCCCC1)c1cc2cc(Br)ccc2o1,-1.6,-85.3,-86.5,8.0,-10.5,-130.5,15.5,-4.8
COc1ccc2c(c1)CCN=C2Cc1ccc(OC)c(OC)c1,0.9,30.4,-0.4,1.8,3.5,-9.0,-7.5,-2.0
CCOC(=O)c1cnc2c(-c3cccc(Br)c3)cnn2c1C,13.2,-31.5,-107.7,17.5,1.4,-88.6,-3.1,8.3
COc1ccc(-c2csc(N3N=C(C)C(C)C3=O)n2)cc1 (stereo not drawn),-15.4,-20.3,-27.8,11.8,7.6,-29.9,-5.7,-6.6
Cc1ccccc1-n1ncc2c(SCC(=O)NCc3cccs3)ncnc21,10.4,-19.4,25.1,-12.0,-1.8,-20.4,-14.7,4.8
O=[N+]([O-])c1cc(C(F)(F)F)ccc1NCC1CCCO1 (stereo not drawn),-6.0,2.2,-19.8,16.5,0.1,-5.7,4.7,-8.6
CN(CCOc1ccccc1)C(=O)C1CCC(=O)N(CCCN2CCCC2=O)C1 (stereo not drawn),-4.3,-2.4,8.1,-7.3,-1.6,20.0,1.9,-0.7
CS(=O)(=O)c1ccc(C(=O)OCC(=O)NC(=O)C2COc3ccccc3O2)cc1[N+](=O)[O-] (stereo not drawn),-12.3,3.9,1.8,-13.4,-15.4,12.4,-10.2,2.3
CC(C)C[C@H](NC(=O)c1nc[nH]c1C(=O)NCC(=O)OCc1ccccc1)C(=O)OC(C)(C)C,-16.5,-0.1,6.9,4.7,-7.9,-2.3,-21.3,21.6
Cc1ccc(-n2ncc3c(NCC4CCCO4)ncnc32)c(C)c1 (stereo not drawn),2.7,1.2,-11.0,-6.6,-12.4,-19.7,2.1,11.3
O=C(NCCc1ccccc1)C1CC1,7.1,-2.8,13.8,-10.1,0.4,-9.2,-4.6,-1.4
CC(=O)NC(CCS(C)(=O)=O)C(=O)N1CCc2ccccc21 (stereo not drawn),1.8,2.1,-2.3,-8.9,5.8,8.9,-8.4,-32.2
COC(=O)C(NC(=O)CCc1c(C)nc2c(c(C)nn2-c2ccccc2)c1C)C(C)C (stereo not drawn),6.4,-6.2,-10.3,13.3,-12.0,4.2,-6.7,5.3
COc1ccc(S(=O)(=O)N2CCCCC2)cc1C(=O)N1CCCC1,0.7,15.7,12.5,6.7,1.8,0.5,0.6,-8.9
COc1ccc(-n2c(=S)[nH]c3cc(C(=O)Nc4ccccc4OC)ccc3c2=O)cc1,-15.6,nt,14.3,nt,-9.8,-16.7,nt,-9.2
N#Cc1c(NC(=O)C2CC(c3c(F)cccc3Cl)=NO2)sc2c1CCC2 (stereo not drawn),0.0,-8.1,-8.3,15.4,-9.5,6.2,-17.4,11.6
COc1ccccc1OCc1nnc(SCC(=O)NCc2ccco2)n1-c1ccccc1,4.8,-5.2,-4.7,7.2,-5.9,18.9,-3.6,3.8
c1ccc(-n2cnc3ccccc32)nc1,-1.5,-39.7,18.1,7.8,-0.6,-9.6,-14.9,-5.4

Gathered by group: the compounds so far containing a tert-butyl group.
molecule,UBC13 polyUb,Gli-Sufu block,Jurkat NFkB inh,CCR6 antag,SENP8 block,697 NFkB inh,EBI2 antag,Apaf-1 inh
CC(C)(C)NC(=O)C(=O)NNC(=O)c1ccccc1Br,10.5,-2.5,1.3,9.1,5.1,3.0,-1.5,-8.3
CC(C)C[C@H](NC(=O)c1nc[nH]c1C(=O)NCC(=O)OCc1ccccc1)C(=O)OC(C)(C)C,-16.5,-0.1,6.9,4.7,-7.9,-2.3,-21.3,21.6
